Bioassay records (PubChem)
NR2E3 ag-1: NR2E3 agonists in two-hybrid cells, primary screen, cell-based, luminescence, CHO-S, Gal4-NCOR/VP16-NR2E3; Photoreceptor-specific nuclear receptor (Homo sapiens), Q9Y5X4; luciferase; inhibition of corepressor binding, % at 3.98 µM; actives 0.35% (n = 360,000); AID 602229, 2012;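 active = inhibition above the mean of all tested compounds plus 3 SD, cut at about 70% in these data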;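 note: 0% = DMSO with NR2E3 transfected cells and 100% = cells lacking NR2E3 construct; higher means lower luciferase signal from less NR2E3 corepressor binding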
Target sequence (Q9Y5X4 whole entry, looked up, the tested form may be a part): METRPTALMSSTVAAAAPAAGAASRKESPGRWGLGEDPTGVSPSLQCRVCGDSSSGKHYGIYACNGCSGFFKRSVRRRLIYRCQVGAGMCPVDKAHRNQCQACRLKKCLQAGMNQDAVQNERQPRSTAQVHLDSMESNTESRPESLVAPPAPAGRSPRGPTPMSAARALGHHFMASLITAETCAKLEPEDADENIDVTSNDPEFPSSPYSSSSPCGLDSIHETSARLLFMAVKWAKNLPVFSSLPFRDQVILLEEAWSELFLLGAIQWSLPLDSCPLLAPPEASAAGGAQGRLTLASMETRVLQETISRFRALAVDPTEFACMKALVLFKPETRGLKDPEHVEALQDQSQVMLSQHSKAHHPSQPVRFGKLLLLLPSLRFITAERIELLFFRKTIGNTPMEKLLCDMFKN
PDI inh: inhibitors of human PDI, primary screen, biochemical, turbidity, single point, plate reader; Protein disulfide-isomerase (Homo sapiens), P07237; PDI insulin aggregation turbidity, A650, 90 min; inhibition, % at 10 µM; actives 0.052% (n = 350,000); AID 588391, 2011;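 active = mean inhibition across replicates of 30% or more, whatever share of single replicates reach that level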;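 note: absorbance from insulin aggregation driven by PDI reduction with DTT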
Target sequence (P07237 whole entry, looked up): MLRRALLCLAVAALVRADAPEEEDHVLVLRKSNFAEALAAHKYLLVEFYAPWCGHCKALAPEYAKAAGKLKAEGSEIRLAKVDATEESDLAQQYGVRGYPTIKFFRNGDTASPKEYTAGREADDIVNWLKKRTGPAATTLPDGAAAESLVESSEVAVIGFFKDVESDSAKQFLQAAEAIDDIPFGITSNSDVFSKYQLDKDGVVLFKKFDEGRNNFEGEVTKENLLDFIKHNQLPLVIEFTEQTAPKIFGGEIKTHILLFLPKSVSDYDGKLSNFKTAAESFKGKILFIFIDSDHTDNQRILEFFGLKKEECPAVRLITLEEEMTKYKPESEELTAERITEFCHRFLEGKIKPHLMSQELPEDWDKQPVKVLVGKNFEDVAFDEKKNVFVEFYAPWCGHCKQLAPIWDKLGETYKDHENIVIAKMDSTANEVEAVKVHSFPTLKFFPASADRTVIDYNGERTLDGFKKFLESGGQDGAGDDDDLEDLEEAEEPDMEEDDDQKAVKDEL
NR2E3 ag-2: inhibitors of NR2E3-RetCOR corepressor binding, primary screen, NR2E3 agonist project, biochemical, TR-FRET, GST-NR2E3, biotin-RetCOR; inhibition of corepressor binding, % at 4.78 µM; actives 0.12% (n = 320,000); AID 2300, 2010; 1536-well; Photoreceptor-specific nuclear receptor (Homo sapiens), Q9Y5X4;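 active = percent inhibition above the cutoff of mean plus 3 SD of all tested compounds, set per screening campaign, cut at about 20% in these data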;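 note: 0% = DMSO wells and 100% = biotin wells as full block of FRET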
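Material: NR2E3–RetCOR corepressor complex | Quantity: 1.35 nM GST-tagged NR2E3 final | Schedule: 5 h at 4 °C | Replication: Singlicate compound wells | Reagent: RetCOR corepressor, biotinylated, 7 nM | Controls: Biotin wells as high control, 0.6% DMSO wells as low control | Signal: TR-FRET, Eu(K)-anti-GST donor, streptavidin-D2 acceptor, ex 340, em 617/671 nm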
TRPM1 prom inh: inhibitors of MITF-dependent TRPM1 promoter reporter, primary screen, cell-based, SK-MEL-5, single point, luciferase. SK-MEL-5 TRPM1 promoter luciferase, 24 h. inhibition, % at 12.5 µM. actives 0.83% (n = 330,000). AID 488899, 2010;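 active = mean inhibition across replicates of 60% or more, whatever share of single replicates reaches that level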; note: values of inactives mirror those of a sister screen read the other way
Peg3 prom inh: Peg3 promoter-driven luciferase inhibitors, primary screen, cell-based, HeLa, luciferase luminescence; inhibition, % at 20 µM; actives 1.7% (n = 360,000); HeLa PEG-Prom luciferase reporter, overnight;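 active = inhibition of at least 50% at 20 µM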
CaV13 ICDI inh: Primary screen for inhibitors of IQ motif and Ca2+-dependent inactivation inhibitor domain binding in CACNA1D, Förster resonance energy transfer in living cells, …. AID 743397. HEK cells, CFP/YFP FRET ICDI-IQ, plate reader, 10 min; percent FRET-ratio fall versus neutral wells. inhibition, % at 12.3 µM. actives 0.098% (n = 340,000);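 active = mean replicate inhibition of at least 30% and at least 1% of replicates passing that level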;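 note: 0% = median of the neutral control wells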
KKLEB cytotox: cytotoxicity in KKLEB CF airway cells, primary screen, cytotoxicity control for CF NF-kB inhibitor project, cell-based, uHTS, fluorescence assay plates | AID 602141, 2011 | activity change (cytotoxicity), % at 5 µM | KKLEB CF airway cells viability, ATPlite luminescence, overnight; active compounds read low; cells stimulated with P. aeruginosa culture filtrate | actives 0.36% (n = 360,000);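 active = corrected activity change at or below -50% at 5 µM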
Vif inh: HIV Vif self-association inhibitors, primary screen, imaging, HEK293T, single point; AID 602346, 2012; HEK293T cells, Vif self-association by quenched fluorescence, 24 h; actives 0.35% (n = 340,000); inhibition, % at 7.49 µM; in the data active = inhibition above about 50%, passing the limit was not always enough; note: some results filed as inactive read as strong as hits
CF NFkB block: inhibitors of PAF-induced NF-kB signaling, primary screen, cell-based, GFP fluorescence, uHTS. KKLEB NF-kB-GFP reporter, GFP fluorescence overnight. inhibition, % at 5 µM. actives 0.86% (n = 360,000). AID 588850, 2011;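 active = at least 50% inhibition at 5 µM, scaled per plate between neutral and stimulator controls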;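 note: PAF is a Pseudomonas aeruginosa culture filtrate used as stimulus; plate controls were PAF-stimulated DMSO wells for no effect and unstimulated DMSO wells for full effect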
HIF-2a inh: HIF-2a reporter inhibitors, primary screen, luminescence, 786-0 RCC cells; inhibition, % at 18.8 µM; actives 0.72% (n = 360,000); 786-0 RCC cells HIF-2a reporter, luciferase luminescence, overnight;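 active = inhibition of the luminescence signal of 40% or more relative to plate controls, in a single-dose primary screen at 18.75 µM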
Shn3 inh set2: reduction of Shn3 3'UTR firefly luciferase signal, primary screen, Schnurri-3 inhibitor project, cell-based, Clone20 osteoblasts, set 2; actives 0.52% (n = 360,000); inhibition, % at 12.5 µM; AID 588674, 2011; Clone20 osteoblast Shn3 3'UTR firefly luciferase, 24 h;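 active = mean inhibition of at least 75% with every replicate also reaching 75%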;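 note: 0% = median of neutral control wells and 100% = pilot-screen positive control compound; some compounds past the cut are filed as inactive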
* = called active by the depositor; · = no result given.

SMILES | NR2E3 ag-1 | PDI inh | NR2E3 ag-2 | TRPM1 prom inh | Peg3 prom inh | CaV13 ICDI inh | KKLEB cytotox | Vif inh | CF NFkB block | HIF-2a inh | Shn3 inh set2
CCOC(=O)C(Cc1ccccc1)c1ccnc2nc(N)nn12 (configuration not stated) | -8 | 10 | 0 | 12 | 7 | -4 | 8 | 0 | -1 | 9 | -3
COc1cc(C(=O)N(C)C2CCCN(Cc3ccccc3F)C2)cc(OC)c1OC (configuration not stated) | 9 | 1 | 1 | 12 | 11 | -19 | 1 | 3 | -6 | 16 | -4
Cc1nn(C(C)(C)C)c(OC(=O)CC(C)C)c1S(=O)(=O)c1ccccc1 | 4 | -2 | -1 | -8 | -10 | -4 | 5 | 3 | 3 | 15 | 6
Cc1cc(=O)[nH]c(SCC(=O)N2CCC(C(N)=O)CC2)n1 | -22 | 17 | -1 | -1 | -12 | -8 | 0 | · | 10 | 7 | -14
OCCOc1ccc(C2=NCCO2)cc1 | -8 | -6 | -3 | -11 | -26 | -8 | 10 | 3 | 6 | -46 | -4
COC(=O)C1SCC2C(=O)N(Cc3ccc(Cl)c(Cl)c3)CC(=O)N21 (configuration not stated) | -23 | 2 | -2 | -3 | 15 | -5 | 3 | 1 | -4 | 4 | 10
COc1ccc(NC(=O)NS(=O)(=O)c2ccc(C)cc2)cc1OC | -29 | 1 | · | -5 | -10 | -3 | -4 | -2 | 2 | 6 | 9
O=C(CSc1nnc(CNC(=O)c2ccccc2F)o1)NCC1CCCO1 (configuration not stated) | -15 | -4 | 0 | 4 | 6 | -4 | 2 | -4 | -9 | 11 | 6
CO/N=C(/CNC(=O)c1ccc(Cl)cc1Cl)c1ccc(Cl)cc1 | -7 | 6 | 1 | 14 | 6 | · | 1 | 0 | -8 | -2 | 8
Cc1onc(-c2ccccc2Cl)c1C(=O)Nc1sc2c(c1C#N)CCC2 | -17 | 21 | -1 | 0 | 35 | -3 | 19 | -8 | -11 | 7 | 15
COc1cc(C2NC(=O)NC(c3ccccc3)=C2C(C)=O)c(Br)cc1OCC(N)=O (configuration not stated) | -12 | 2 | 2 | 3 | 1 | -18 | 0 | -6 | 4 | 14 | -25
Cc1cc(Cc2ccc([N+](=O)[O-])cc2)c(C)cn1 | 21 | -4 | -2 | -4 | 8 | -4 | 1 | 3 | 8 | 1 | -20
Cc1cc(C)c(NC(=O)CN(C)C(=O)CCN2C(=O)C3CCCCC3C2=O)c(C)c1 (configuration not stated) | 2 | -9 | · | · | 15 | 0 | -3 | 7 | 5 | 7 | -30
CCOC(=O)N/N=C/c1c(C)nn(-c2cccc(C(F)(F)F)c2)c1Cl | -55 | -1 | -2 | -9 | 2 | -6 | -18 | 0 | 22 | -58 | 12
Cc1ccc(-c2nc3ncccc3o2)cc1N | -150 | -2 | 5 | -51 | -181 | -6 | 13 | -2 | -16 | -242 | -36
O=C(Oc1ccc(OC(=O)c2ccncc2)cc1)c1ccncc1 | -9 | 1 | -5 | -1 | -5 | 1 | 0 | -4 | -21 | 12 | -5
CC1(c2ccc3noc(-c4ccccc4)c3c2)OCCO1 | -16 | -14 | 1 | 0 | 5 | · | 1 | -7 | 12 | -27 | 0
COc1ccc(NC(=O)c2cc(-c3ccc(C)cc3)on2)cc1OC | 5 | -6 | 0 | -2 | -10 | 7 | -2 | 2 | 2 | 6 | 10
Cc1cc(C)n(Cc2ccc(Cl)c(Cl)c2)c(=O)c1S(=O)(=O)c1ccccc1 | -9 | -5 | · | 3 | -202 | -1 | 5 | 4 | 5 | 14 | -5
O=C(c1ccccc1-c1ccccc1)N1CCOCC1 | -5 | -9 | 4 | -2 | 28 | -4 | -1 | 2 | 3 | 10 | 7
c1ccc(CSc2nnc(-c3ccco3)n2Cc2ccccc2)cc1 | -130 | -4 | -2 | -88 | -212 | -7 | -7 | -5 | -5 | -221 | -69
COc1cc(/C=N/NC(=S)NCCN2CCOCC2)ccc1O | -11 | -5 | 3 | -10 | 11 | -5 | -7 | 9 | 1 | 8 | 5
CCCCC(=Nc1ccccc1OC)C1=C(O)CC(c2ccccc2)CC1=O (configuration not stated) | -10 | 5 | 3 | 2 | 12 | -19 | 6 | -1 | -8 | 17 | -12
S=c1[nH]ncn1/N=C/c1ccc(Br)cc1 | -7 | 7 | -1 | 2 | -6 | -5 | 7 | -5 | 14 | -8 | -3
O=C(c1ccc2nc(N3CCOCC3)sc2c1)N1CCC(Cc2ccccc2)CC1 | -45 | · | -2 | -32 | -25 | -5 | -11 | · | 36 | -60 | -9
N#Cc1ccccc1S(=O)(=O)N1CCN(S(=O)(=O)c2ccc(Br)c(C(=O)O)c2)CC1 | 4 | -2 | 2 | 1 | -9 | -1 | 15 | 10 | 7 | 18 | 10
Cc1ccccc1CSCC(=O)N/N=C/c1cccs1 | -13 | 2 | -3 | -16 | 4 | · | -4 | · | 6 | -10 | 7
CN(C(=O)c1cccc(NC(=O)Cc2ccc(NC(=O)C3CCCN(C(=O)c4ccccc4)C3)cc2)c1)C1CCC1 (configuration not stated) | -15 | -8 | · | 10 | 0 | -3 | 12 | · | 12 | 2 | -17
Cc1nc(N2CCN(C)CC2)c2c(C)c(C(=O)Nc3ccc(F)cc3)sc2n1 | -19 | 14 | 4 | -20 | -2 | · | 9 | -8 | -12 | -5 | -7
CC(C)c1ccccc1NC(=O)COC(=O)c1cc([N+](=O)[O-])ccc1N1CCOCC1 | -22 | 1 | 2 | 5 | 15 | -7 | -15 | 9 | 17 | 8 | 31
CN(C)S(=O)(=O)n1cc(/C=C(\NC(=O)c2ccccc2F)C(=O)N2CCOCC2)c2ccccc21 | 8 | 2 | -2 | -1 | -5 | -14 | -7 | -7 | 18 | 6 | 0
CCN(CC)CCN(Cc1cc2cc3c(cc2[nH]c1=O)OCO3)C(=S)NC | 5 | -6 | 1 | 6 | 10 | -7 | -2 | 15 | 9 | 11 | 0
CN(C)/C=C/C(=O)c1cccc(Cl)c1 | -17 | -18 | 3 | -6 | -29 | -7 | 8 | 23 | 0 | -39 | -10
COc1ccccc1NC(=O)C/C(C)=N/NC(=O)c1ccccn1 | -124 | -2 | 4 | -2 | -10 | -3 | 4 | -4 | -8 | -43 | -53
O=C(N/N=C\C=C\c1ccc2c(c1)OCO2)c1cccnc1 | -8 | 9 | -2 | -10 | -45 | -1 | 0 | -3 | -24 | -81 | -22
COCCNc1ncnc2c1ncn2[C@H]1CN(Cc2ccco2)C[C@@H](CO)O1 | 7 | 9 | · | · | -6 | -9 | 10 | -2 | -26 | 3 | 4
COc1ccccc1Cn1c(=S)[nH]c2cc(C(=O)NCc3cccnc3)ccc2c1=O | -2 | 0 | -1 | 14 | 20 | -3 | -6 | -4 | 17 | 16 | 8
COc1cc(OC)c2nc(C)c3c(c2c1)N(c1ccc(O)cc1)CC3 | -57 | -1 | 2 | 1 | 65* | -6 | 7 | 7 | -223 | 22 | 29
CC1=C(C(=O)OC(C)C)C(c2cccnc2)n2ncnc2N1 (configuration not stated) | -5 | · | 1 | 9 | 7 | 13 | 17 | 9 | -18 | 8 | 7
CC(=O)c1ccc(N=Nc2ccc(N(C)C)cc2)cc1 | -61 | -2 | 1 | 3 | -26 | -4 | -21 | -4 | 0 | -91 | 22
COc1ccccc1NC(=O)N(C)C[C@@H]1OCc2cn(nn2)CCCC(=O)N([C@H](C)CO)C[C@H]1C | -29 | -1 | · | · | 2 | -3 | -11 | · | -4 | 9 | -11
CC(NC(=O)CNC(=O)C1CCCCC1)c1cccc(Cl)c1 (configuration not stated) | 6 | -6 | 2 | -9 | 11 | -7 | 5 | -12 | -2 | 18 | 2
Cc1ccc(S(=O)(=O)Nc2ccc(Cl)cc2)cc1NC(=O)c1cc2c(s1)CCCC2 | -6 | 4 | -4 | 16 | 12 | -3 | 7 | -11 | 9 | 8 | 8
Cc1ccc(NC(=O)CSCC(=O)Nc2cc(S(=O)(=O)N3CCOCC3)ccc2OC(C)C)cc1 | -21 | -3 | · | 1 | 2 | -6 | -14 | -7 | 3 | 7 | 5
Nc1cc([N+](=O)[O-])ccc1N1C(=O)CCCC1=O | -47 | -15 | -2 | -3 | -2 | -4 | 0 | 6 | -6 | 12 | 9

4 compounds drawn at random from those above, as already listed:
SMILES | NR2E3 ag-1 | PDI inh | NR2E3 ag-2 | TRPM1 prom inh | Peg3 prom inh | CaV13 ICDI inh | KKLEB cytotox | Vif inh | CF NFkB block | HIF-2a inh | Shn3 inh set2
Cc1ccc(S(=O)(=O)Nc2ccc(Cl)cc2)cc1NC(=O)c1cc2c(s1)CCCC2 | -6 | 4 | -4 | 16 | 12 | -3 | 7 | -11 | 9 | 8 | 8
COc1ccccc1NC(=O)N(C)C[C@@H]1OCc2cn(nn2)CCCC(=O)N([C@H](C)CO)C[C@H]1C | -29 | -1 | · | · | 2 | -3 | -11 | · | -4 | 9 | -11
O=C(N/N=C\C=C\c1ccc2c(c1)OCO2)c1cccnc1 | -8 | 9 | -2 | -10 | -45 | -1 | 0 | -3 | -24 | -81 | -22
COc1ccccc1NC(=O)C/C(C)=N/NC(=O)c1ccccn1 | -124 | -2 | 4 | -2 | -10 | -3 | 4 | -4 | -8 | -43 | -53

(more compounds)
SMILES | NR2E3 ag-1 | PDI inh | NR2E3 ag-2 | TRPM1 prom inh | Peg3 prom inh | CaV13 ICDI inh | KKLEB cytotox | Vif inh | CF NFkB block | HIF-2a inh | Shn3 inh set2
CCC(=O)Nc1cc(C(=O)OCC(=O)c2ccccc2Cl)ccc1C | -88 | 10 | 1 | -77 | -162 | -6 | 5 | 3 | 7 | -134 | -50
CC1CC(C)CN(CCOc2ccc(Br)cc2)C1 (configuration not stated) | -4 | 1 | -2 | -1 | 4 | 0 | -3 | -15 | -8 | 24 | 2
COc1cc(NC(=S)NC(=O)c2ccc(C(C)(C)C)cc2)ccc1NC(=O)c1cccs1 | 2 | 0 | -3 | -10 | 2 | -6 | -1 | -2 | -9 | -3 | 26
O=C(NC(Cc1ccccc1)C(=O)N1CCc2ccccc2C1)c1ccccc1 (configuration not stated) | 24 | 6 | 3 | -7 | 22 | -10 | -8 | -31 | 21 | -5 | 7
COC(=O)C1=C(NC(=O)CCCCl)CCS1 | 2 | -11 | -1 | 5 | 2 | -4 | 13 | 3 | 5 | 9 | -9
COc1cc(OC)cc(-c2nnc(SCc3ccc(C(=O)O)cc3)o2)c1 | -38 | -10 | 0 | 0 | -17 | -19 | -7 | 0 | 19 | 14 | -3
